Pf gametocyte = kills late stage P. falciparum gametocytes; P. falciparum stage V gametocytes, ATP luminescence, 24 h; inhibition, % at 10.9 µM; hit rate 0.065% among 150,000;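 active = inhibition above the mean plus 3 SD of compounds within the control limits, set per campaign, cut at about 38% in these data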;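 note: 0% = DMSO wells and 100% = medium only without gametocytes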
GSH bead fluor = GSH bead compound fluorescence profile. fluorescence (KMESF) at 10 µM. hit rate 0.25% among 190,000. GSH beads flow cytometry, compound fluorescence 488/530 nm; stronger effect = higher value; in the data active = fluorescence above about 89;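 note: glutathione beads carrying GST-tagged Bcl family fusion proteins plus one bare bead set; values are compound well signal with DMSO vehicle wells as background; inactives centre near 16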
HRas wt GTP bind = human HRas wildtype GTP binding, change in either direction; GST-Ras wt beads, Bodipy-FL-GTP binding, flow cytometry; actives lie on both sides; P01112; hit rate 0.14% among 190,000; GTP binding activity, % at 10 µM; AID 759;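 active = GTP binding activity at least 20% away from the 100% baseline, either lowered as inhibitor or raised as activator; inconclusive = flagged as likely green fluorescent, judged across all proteins in the well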;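 note: 0% = unlabeled GTP competition control and 100% = no-compound control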
Target sequence (P01112 whole entry, looked up): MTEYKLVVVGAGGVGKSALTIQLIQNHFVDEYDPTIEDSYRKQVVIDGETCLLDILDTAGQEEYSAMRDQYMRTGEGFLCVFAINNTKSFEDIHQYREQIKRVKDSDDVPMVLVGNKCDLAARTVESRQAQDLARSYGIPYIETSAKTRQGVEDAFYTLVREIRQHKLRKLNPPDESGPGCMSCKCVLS
Rab2 wt GTP = changes GTP binding to wildtype dog Rab2A, up or down. hit rate 0.19% among 190,000. GST-Rab2 wt beads, Bodipy-GTP binding, flow cytometry. AID 760. P61105. GTP binding activity, % at 10 µM;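 active = GTP binding activity at least 20 points away from 100%, either lowered or raised; inconclusive = signal likely due to the compound's own green fluorescence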;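 note: 0% = beads with excess unlabeled GTP and 100% = no-compound control corrected for plate trend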
Rac1 act GTP bind = alters GTP binding to activated mutant human Rac1; P63000; GST-Rac1 activated beads, fluorescent GTP binding, flow cytometry; actives lie on both sides; 100% means binding = to untreated wells; percent activity (GTP binding), % at 10 µM; hit rate 0.11% among 190,000; AID 764;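 active = GTP binding at least 20 percentage points away from the 100% baseline, in either direction, so actives lie on both sides; inconclusive = Compound likely fluorescent itself, or too few beads counted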
ABCB1 inh = blocks JC-1 efflux by human ABCB1 transporter; P08183; CCRF-Adr cells, flow cytometry; inhibition, % at 6.6 µM; hit rate 0.067% among 190,000; AID 1326; in the data active = inhibition above about 40%;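 note: 0% = vehicle and 100% = reference inhibitor; higher value means more JC-1 retained so stronger ABCB1 efflux block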
Cdc42 wt GTP = modulators (inhibitors or activators) of GTP binding to human Cdc42 wildtype; GST-Cdc42 beads, Bodipy-GTP binding, flow cytometry; actives lie on both sides; AID 761; percent activity (GTP binding), % at 10 µM; hit rate 0.2% among 190,000;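 active = percent activity GTP binding at least 20 points away from the 100% baseline, either down as inhibitor or up as activator; inconclusive = compound flagged as likely green fluorescent from well-wide comparison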;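 note: median bead fluorescence of bound Bodipy-FL-GTP at 100 nM; 0% = excess unlabeled GTP control and 100% = no compound control; below 100% means less GTP binding so inhibitor and above means activator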
Target sequence (P60953 whole entry, looked up): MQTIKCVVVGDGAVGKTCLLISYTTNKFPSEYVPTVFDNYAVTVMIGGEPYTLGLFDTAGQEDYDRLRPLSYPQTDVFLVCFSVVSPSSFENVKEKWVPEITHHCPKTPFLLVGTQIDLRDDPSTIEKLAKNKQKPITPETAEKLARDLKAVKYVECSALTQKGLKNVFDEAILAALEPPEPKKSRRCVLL
Rab7 wt modul = dog Rab7 wildtype GTP binding, inhibitors and activators; GTP binding activity (percent of control), % at 10 µM; AID 758; hit rate 0.055% among 190,000; GST-Rab7 beads, fluorescent GTP binding, flow cytometry; actives lie on both sides; untreated = 100%, excess cold GTP = 0%;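 active = fluorescent GTP binding to Rab7 beads changed by at least 20 points from the 100% baseline, either direction, mostly lower; inconclusive = compound itself probably fluorescent, or too few beads counted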;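 note: median green fluorescence of bound Bodipy-FL-GTP per Rab7 bead population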
Rac1 wt GTP bind = modulators of human Rac1 wildtype GTP binding; hit rate 0.27% among 190,000; P63000; GST-Rac1 beads, fluorescent GTP binding, flow cytometry; actives lie on both sides; 0 = cold GTP competed, 100 = untreated; GTP binding activity (% of control), % at 10 µM;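 active = GTP binding activity at least 20 points away from the 100% control level, either lower or higher; inconclusive = compound flagged as likely green fluorescent, judged across all proteins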
Avidin fluor = compound fluoresces at 488/530 nm on avidin beads; AID 1775; compound fluorescence 488/530 nm, flow cytometry; stronger effect = higher value; fluorescence (KMESF) at 10 µM; hit rate 0.38% among 220,000; in the data active = fluorescence above about 47; note: inactives centre near 10
ABCG2 inh = blocks JC-1 efflux by human ABCG2 transporter | Q9UNQ0 | IgMXP3 cells, flow cytometry | inhibition, % at 6.6 µM | hit rate 0.1% among 190,000;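 active = inhibition above 80%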;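 note: 0% = DMSO and 100% = nicardipine control wells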
Target sequence (Q9UNQ0 whole entry, looked up): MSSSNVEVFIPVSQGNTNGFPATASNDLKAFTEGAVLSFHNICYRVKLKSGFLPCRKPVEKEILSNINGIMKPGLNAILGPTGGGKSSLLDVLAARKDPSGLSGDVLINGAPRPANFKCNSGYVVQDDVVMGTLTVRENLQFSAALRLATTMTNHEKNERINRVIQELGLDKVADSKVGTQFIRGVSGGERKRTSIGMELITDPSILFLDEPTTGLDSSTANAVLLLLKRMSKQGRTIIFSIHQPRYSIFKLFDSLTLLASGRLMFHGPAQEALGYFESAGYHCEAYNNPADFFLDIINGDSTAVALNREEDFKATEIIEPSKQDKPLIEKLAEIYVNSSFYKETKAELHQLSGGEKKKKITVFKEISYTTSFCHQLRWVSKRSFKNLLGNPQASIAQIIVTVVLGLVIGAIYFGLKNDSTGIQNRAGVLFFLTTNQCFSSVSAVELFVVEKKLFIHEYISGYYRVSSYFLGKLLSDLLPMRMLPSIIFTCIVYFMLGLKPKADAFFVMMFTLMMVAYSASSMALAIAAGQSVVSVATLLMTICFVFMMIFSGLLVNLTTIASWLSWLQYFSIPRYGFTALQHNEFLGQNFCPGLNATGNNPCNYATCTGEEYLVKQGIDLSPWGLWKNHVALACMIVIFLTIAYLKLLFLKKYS
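Test system: IgMXP3 cells (ABCG2) mixed with DDAO far-red-labelled CCRF-Adr cells (ABCB1). Reagent: JC-1 transporter substrate. Compound dosing: single test compound dose, 6.6 µM final. Times: 10 min compound exposure, 25 °C. Detection: flow cytometry of retained JC-1 fluorescence. Read-out basis: efflux inhibition in percent versus controls. Controls: nicardipine and DMSO wells.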
The depositor's hits bear a star; ? = inconclusive; . = not tested or not shown.

SMILES | Pf gametocyte | GSH bead fluor | HRas wt GTP bind | Rab2 wt GTP | Rac1 act GTP bind | ABCB1 inh | Cdc42 wt GTP | Rab7 wt modul | Rac1 wt GTP bind | Avidin fluor | ABCG2 inh
Cc1oc(/C=N/NS(=O)(=O)c2ccccc2)cc1Br | . | 9 | 98 | 97 | 96 | . | 99 | 97 | 101 | 8 | .
NC(=O)NOCc1c(F)cccc1Cl | 9 | 9 | 93 | 97 | 94 | 1.1 | 95 | 92 | 94 | 3 | 0
CC1CCN(CCC(=O)Nc2ccc(Cl)cc2)CC1 | 8 | 24 | 96 | 99 | 95 | 0.5 | 99 | 96 | 96 | 12 | 1
CSc1nnc(Cn2c(=O)sc3ccccc32)n1CCc1ccccc1 | . | 14 | 99 | 99 | 96 | 0.2 | 97 | 99 | 99 | 5 | -1
Cc1cccc(CCNC(=O)CCc2nc(-c3ccccc3F)no2)c1 | . | 26 | 98 | 97 | 97 | 0.1 | 97 | 97 | 95 | 17 | 2
CCn1c(=O)cc(SCC(=O)Nc2ccc3c(c2)OCO3)c2ccccc21 | . | 25 | 92 | 91 | 91 | 0.0 | 91 | 92 | 93 | 22 | 2
Cc1cccc(-n2cc(CN3CCCN(C=O)CC3)c(-c3cccc(F)c3)n2)c1 | 8 | 9 | 96 | 96 | 97 | 0.5 | 95 | 97 | 96 | 2 | 2
O=C(NCc1ccc(F)cc1)C(=O)NCC1OCCN1C(=O)c1ccc(Cl)cc1 (stereo not drawn) | . | 16 | 102 | 101 | 100 | 2.8 | 104 | 98 | 107 | . | 14
Cc1noc(NS(=O)(=O)c2ccc(NC(=O)Nc3ccc(Cl)c(Cl)c3)cc2)c1C | . | 32 | 97 | 96 | 96 | -1.6 | 99 | 98 | 100 | 13 | -9
COc1cccc(-c2noc(N)c2C#N)c1 | . | 32 | 97 | 98 | 99 | -0.6 | 98 | 96 | 101 | 14 | 54
CCCCCC1(C(=O)OCC)CC(CSC(=N)N)OC1=O (stereo not drawn) | . | 12 | 97 | 98 | 95 | 0.5 | 97 | 104 | 97 | 14 | 2
COc1ccc(C(=O)N/C(=C/c2cccs2)C(=O)NC(C)(C)C)cc1OC | 1 | 27 | 100 | 99 | 96 | 0.8 | 99 | 105 | 99 | 9 | 2
CCOc1ccc(C(O)c2nccn2C)cc1 (stereo not drawn) | . | 22 | 102 | 105 | 98 | 0.2 | 102 | 98 | 106 | 5 | 12
Cc1nnc(NC(=O)c2cccc(NC(=O)C(C)C)c2)s1 | . | 14 | 99 | 95 | 95 | 1.2 | 99 | 98 | 95 | 36 | 9
CN(C)c1cccc(NC(=O)c2ccco2)c1 | -17 | 22 | 95 | 97 | 95 | -0.5 | 91 | 103 | 96 | 8 | 1
CCOC(=O)C1CCN(c2c(NCCCN(C)C3CCCCC3)c(=O)c2=O)CC1 | . | 15 | 102 | 104 | 100 | 0.4 | 103 | 100 | 105 | 27 | 2
CCCN1C(=O)CN(C2CCCCCC2)C(=O)C1c1ccc(C)cc1 (stereo not drawn) | . | 34 | 104 | 103 | 100 | 2.7 | 105 | 100 | 104 | 7 | 3
Cc1cccc(N2CCN(C(=O)c3ccc(N4CCCC4=O)cc3)CC2C)c1 (stereo not drawn) | . | 33 | 99 | 97 | 96 | 1.3 | 99 | 98 | 97 | 10 | 4
CCOC(=O)c1cccc(NC(=O)N2CCOCC2)c1 | . | 21 | 93 | 94 | 93 | -0.2 | 95 | 91 | 94 | 11 | 0
O=C(CSc1nc(O)c(Cc2ccccc2)c(=O)[nH]1)Nc1ccccc1 | . | 8 | 103 | 102 | 101 | -0.1 | 102 | 104 | 109 | 9 | 0
O=C(NC(=S)NCC1CCCO1)c1ccco1 (stereo not drawn) | -17 | 63 | 97 | 95 | 95 | 0.2 | 94 | 104 | 97 | 10 | 0
CC1(C)CNC(=O)c2sc(N3CCOCC3)nc2C1 | . | 13 | 104 | 101 | 102 | 0.2 | 106 | 102 | 108 | 37 | 0
COC(=O)C1=C(C(=O)OC)SC(=C2C(=S)C(C)(C)N(C(=O)C(C)C)c3ccccc32)S1 | . | 17 | 101 | 102 | 96 | 0.1 | 100 | 102 | 106 | 8 | 0
Cc1cc2c(c(SCC(=O)NCc3ccc(Cl)cc3)n1)C(=O)OC2 | 17 | 11 | 101 | 101 | 98 | 0.2 | 98 | 106 | 102 | 13 | 5
CCN(c1ccccc1)S(=O)(=O)c1ccc(NC(=S)NC(=O)c2ccc(Br)o2)cc1 | . | 23 | 104 | 101 | 100 | -0.4 | 102 | 100 | 99 | 12 | 0
COC(=O)c1ccccc1NC(=S)NC(=O)c1ccccc1C | 3 | 33 | 102 | 102 | 100 | 1.2 | 104 | 104 | 106 | 12 | 21
COc1ccccc1CNC(=O)Cn1cnc2ccccc2c1=O | . | 234* | 105 | 103 | 100 | 0.5 | 110 | 105 | 111 | 6 | 2
CCCCNC(=S)N1CCn2cccc2C1c1ccc(F)cc1 (stereo not drawn) | -15 | 22 | 97 | 97 | 95 | -0.2 | 95 | 103 | 97 | 11 | -1
CCOC(=O)C1(C)Oc2cccnc2NC1=O (stereo not drawn) | . | 12 | 98 | 97 | 95 | 0.4 | 97 | 98 | 99 | 7 | 0
O=C(COC(=O)CCc1ccc(S(=O)(=O)N2CCOCC2)cc1)NCc1ccccc1Cl | 15 | 68 | 95 | 96 | 94 | -0.5 | 97 | 99 | 96 | 9 | -1
COc1ccc(-c2nc(-c3ccncc3)no2)cc1OC | 2 | 11 | 99 | 95 | 97 | 0.7 | 102 | 94 | 97 | 26 | 5
CC(c1ccccc1)n1cc(C(=O)NCC2COc3ccccc3O2)nn1 (stereo not drawn) | . | 24 | 103 | 103 | 102 | 1.9 | 106 | 100 | 113 | 31 | 39
Cc1ccc(NC2=CC(=O)CC(c3ccccc3)C2)cc1 (stereo not drawn) | 1 | 10 | 101 | 100 | 96 | 2.0 | 101 | 102 | 102 | 5 | 3
CC(C)(C)C1CCC(=NNc2nc3ccccc3[nH]2)CC1 (stereo not drawn) | -13 | 13 | 94 | 96 | 93 | 0.4 | 95 | 97 | 99 | 9 | 5
CCOc1ccc(CN2CCNC(=O)C2CC(=O)OC)cc1 (stereo not drawn) | . | 28 | 99 | 101 | 96 | 0.8 | 99 | 102 | 100 | 7 | 6
NNC(=O)CNc1ccccc1Cl | 11 | 11 | 94 | 95 | 93 | 0.1 | 94 | 94 | 96 | 11 | 1
N/C(=N/O)c1nc(N2CCCCC2)nc(N2CCCCC2)n1 | 29 | 10 | 101 | 100 | 101 | 0.1 | 101 | 102 | 105 | 19 | 1
O=C(N1CCOCC1)N1CCN(Cc2ccccc2)CC1 | . | 26 | 100 | 104 | 102 | 0.6 | 103 | 101 | 104 | 31 | 1
Cc1ccc(C2=N/C(=C\c3cccnc3)C(=O)O2)cc1 | -17 | 3 | 97 | 95 | 96 | -0.1 | 95 | 96 | 102 | 12 | 17
COC(=O)N/N=C/c1cc(Cl)c(OCc2ccc(F)cc2)c(OC)c1 | 8 | 11 | 100 | 101 | 101 | 0.5 | 104 | 103 | 107 | 14 | 10
Cc1occc1C(=O)NNC(=S)Nc1cccc([N+](=O)[O-])c1 | . | 26 | 98 | 94 | 96 | 0.2 | 99 | 96 | 94 | 9 | 5
N#Cc1ccc(NC(=S)NCCN2CCOCC2)cc1 | 7 | 17 | 99 | 98 | 97 | 1.0 | 98 | 98 | 99 | 8 | 2
CC(=O)Nc1ccc(NC(=O)C(Cc2ccccc2)NC(=O)C2CCC(C)CC2)cc1 (stereo not drawn) | 15 | 20 | 101 | 102 | 99 | -1.0 | 101 | 101 | 102 | 9 | -5
O=[N+]([O-])c1cc2oc3c(c2c(C=NCc2ccncc2)c1O)CCCC3 | . | 9 | 94 | 94 | 93 | 1.1 | 94 | 93 | 96 | 13 | 1
Cc1nc2ccc(S(=O)(=O)Nc3ccc(-c4nc5cccnc5s4)cc3)cc2s1 | . | 17 | 99 | 98 | 95 | 0.2 | 98 | 94 | 100 | 7 | -3
O=C(c1ccccc1)N(Cc1ccc(F)cc1)Cc1nc2ccccc2c(=O)[nH]1 | . | 11 | 99 | 98 | 97 | 2.0 | 99 | 101 | 103 | 20 | 9
COC(=O)c1ccccc1NC(=O)COC(C)=O | 11 | 12 | 102 | 101 | 101 | 0.2 | 101 | 104 | 104 | 8 | 2
O/N=C1\CC/C(=N\O)c2nn(-c3ccc(Cl)cc3Cl)nc21 | -8 | 45 | ? | ? | ? | 0.3 | ? | ? | ? | 6 | 5
CCOC(=O)CN1NC2(CCC(C(C)(C)C)CC2)NC1=S (stereo not drawn) | . | 13 | 97 | 92 | 92 | 0.2 | 95 | 97 | 96 | 32 | 1
Cc1cccc(OCCCn2c(=O)oc3ccc(C)cc32)c1 | 15 | 25 | 97 | 96 | 95 | 0.6 | 93 | 99 | 103 | 9 | 4
CCN1CCN(c2ncnc3sc(C(=O)Nc4ccccc4F)c(C)c23)CC1 | 8 | 14 | 105 | 105 | 99 | 0.3 | 104 | 106 | 102 | 14 | 2
COc1cc(OC)cc(C(=O)NCc2ccc(-n3cccc3)cc2)c1 | 8 | 10 | 102 | 102 | 99 | 0.4 | 100 | 108 | 104 | 14 | 16
CC(=O)Nc1ccc(S(=O)(=O)N2CCN(c3cc4c(cc3[N+](=O)[O-])n(C)c(=O)n4C)CC2)cc1 | 1 | 19 | 103 | 103 | 102 | 0.8 | 107 | 97 | 104 | 10 | 7
COc1ccccc1CNC(=O)CN(Cc1ccc(Cl)cc1)S(C)(=O)=O | -5 | 20 | 98 | 96 | 96 | 0.8 | 99 | 96 | 100 | 6 | 3
Cc1nn(C)c(C)c1NC(=O)CCCSc1nc(-c2ccco2)cc(C(F)(F)F)n1 | . | 15 | 100 | 100 | 100 | 0.7 | 101 | 99 | 103 | 4 | 1
Cc1ccc(NC(=O)C(Cc2ccccc2)N2C(=O)C3C4CCC(C4)C3C2=O)cc1Cl (stereo not drawn) | 9 | 21 | 103 | 105 | 100 | 1.1 | 104 | 102 | 102 | 8 | 7

Source: PubChem BioAssay
